Screening data deposited in PubChem by The Scripps Research Institute Molecular Screening Center.
LYPLA1 counter – blocks human lysophospholipase 1, a PME1 counter-screen; inhibition, % at 5.9 µM; recombinant LYPLA1, FP-Rh probe fluorescence polarization; 0.16% of 320,000 active;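 active = inhibition above the mean of all tested compounds plus 3 SD, set per campaign, cut at about 14% in these data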;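 note: inhibitors block serine hydrolase probe labeling of LYPLA1 so polarization falls; 0% = enzyme with DMSO and 100% = wells lacking LYPLA1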
PME-1 inh – PME-1 (human) inhibition. Q9Y570. recombinant PME-1, FP-Rh probe fluorescence polarization. inhibition, % at 5.9 µM. 0.53% of 320,000 active;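 active = inhibition above the campaign mean of all compounds plus 3 SD, cut at about 26% in these data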;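 note: competitive labeling of PME-1 active site by serine hydrolase directed probe; 0% = PME-1 with DMSO and 100% = wells lacking PME-1 enzyme; inhibitors block probe labeling so polarization falls and inhibition rises; many of its hits are not listed in these tables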
Target sequence (Q9Y570 whole entry, looked up): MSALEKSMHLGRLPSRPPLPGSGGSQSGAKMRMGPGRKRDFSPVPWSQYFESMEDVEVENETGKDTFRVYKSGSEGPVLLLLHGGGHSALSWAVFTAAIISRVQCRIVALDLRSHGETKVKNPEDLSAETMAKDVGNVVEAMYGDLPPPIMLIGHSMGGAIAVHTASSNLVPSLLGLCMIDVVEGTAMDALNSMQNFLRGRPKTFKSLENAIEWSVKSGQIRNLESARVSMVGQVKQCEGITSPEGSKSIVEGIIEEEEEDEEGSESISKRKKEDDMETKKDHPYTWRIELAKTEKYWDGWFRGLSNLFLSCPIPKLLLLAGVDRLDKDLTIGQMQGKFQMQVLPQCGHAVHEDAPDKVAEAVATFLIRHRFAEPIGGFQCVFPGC
Fam108B counter – counter-screen for RBBP9 inhibitors: inhibitors of mouse Fam108B. recombinant Fam108B, FP-Rh probe fluorescence polarization. inhibition, % at 9.51 µM. 0.33% of 300,000 active. AID 1947;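 active = inhibition above the screen mean inhibition plus 3 SD, computed separately per campaign, cut at about 18% in these data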;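 note: inhibitors lower polarization as less probe binds the enzyme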
PAD4 inh – blocks human protein arginine deiminase 4. Q9UM07. recombinant PAD4, RCA probe fluorescence polarization. inhibition, % at 6.36 µM. 0.41% of 330,000 active. AID 485272;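 active = percent inhibition above a cutoff equal to the mean of all tested compounds plus 3 SD, cut at about 15% in these data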;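 note: 0% = PAD4 with RCA probe and DMSO and 100% = probe without PAD4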
GSTO1 counter – counter-screen for RBBP9 inhibitors: inhibitors of human GSTO1; P78417; inhibition, % at 5.96 µM; 1.1% of 300,000 active; recombinant GSTO1, activity-based probe fluorescence polarization;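 active = inhibition above the campaign mean inhibition plus 3 SD, cut at about 35% in these data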;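 note: 0% = GSTO1-1 with DMSO and 100% = wells lacking GSTO1-1 enzyme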
Target sequence (P78417 whole entry, looked up): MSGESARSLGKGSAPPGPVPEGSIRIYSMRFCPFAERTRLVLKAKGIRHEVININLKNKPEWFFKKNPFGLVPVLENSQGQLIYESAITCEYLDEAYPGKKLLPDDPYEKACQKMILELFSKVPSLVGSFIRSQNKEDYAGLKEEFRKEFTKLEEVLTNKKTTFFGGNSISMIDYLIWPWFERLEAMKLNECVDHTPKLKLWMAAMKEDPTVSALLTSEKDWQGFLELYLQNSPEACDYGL
PAFAH1B2 FP inh – blocks human PAF acetylhydrolase 1b catalytic subunit 2; AID 492953; recombinant PAFAH1B2, FP-rhodamine activity probe, fluorescence polarization; 1.2% of 340,000 active; inhibition, % at 3.39 µM;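 active = inhibition above the mean of all tested compounds plus 3 SD, cut at about 24% in these data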;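 note: 0% = enzyme with DMSO and 100% = wells lacking PAFAH1B2; many of its hits are not listed in these tables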
Target sequence (P68402 whole entry, looked up): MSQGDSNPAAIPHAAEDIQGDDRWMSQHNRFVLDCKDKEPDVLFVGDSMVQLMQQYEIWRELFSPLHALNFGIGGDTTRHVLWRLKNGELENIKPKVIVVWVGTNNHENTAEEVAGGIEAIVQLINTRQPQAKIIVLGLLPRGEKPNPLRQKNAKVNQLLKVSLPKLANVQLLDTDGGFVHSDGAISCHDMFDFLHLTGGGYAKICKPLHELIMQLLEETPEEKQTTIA
pPAFAH FP inh – pPAFAH (human) enzyme inhibition | Q13093 | recombinant pPAFAH, FP-rhodamine probe fluorescence polarization | inhibition, % at 3.39 µM | 1.5% of 330,000 active;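 active = inhibition above the mean inhibition across the screen plus 3 SD, cut at about 25% in these data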;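 note: inhibitors block binding of the rhodamine activity-based probe so polarization drops; 0% = enzyme with DMSO and 100% = wells lacking pPAFAH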
PAFAH1B3 inh – inhibitors of human PAFAH1B3; Q15102; recombinant PAFAH1B3, FP-rhodamine probe, fluorescence polarization; inhibition, % at 3.39 µM; 0.28% of 340,000 active; AID 492972;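 active = inhibition above the screen-wide average of all tested compounds plus 3 SD, cut at about 25% in these data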;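 note: 0% = enzyme with DMSO only and 100% = wells lacking PAFAH1B3 protein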
PAFAH2 FP inh – inhibitors of human PAFAH2; AID 492956; 0.99% of 340,000 active; Q99487; recombinant PAFAH2, FP-rhodamine activity probe, fluorescence polarization; inhibition, % at 3.39 µM;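 active = inhibition above the mean over all tested compounds plus 3 SD, cut at about 30% in these data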;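 note: inhibitors block probe labeling of enzyme so polarization drops; 0% = enzyme with DMSO and 100% = wells lacking PAFAH2 protein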
Starred values were filed as active, the others as inactive; · = not tested or not shown.

SMILES	LYPLA1 counter	PME-1 inh	Fam108B counter	PAD4 inh	GSTO1 counter	PAFAH1B2 FP inh	pPAFAH FP inh	PAFAH1B3 inh	PAFAH2 FP inh
Cc1cc(C(F)(F)F)nn1-c1nc(-c2ccco2)cc(C(F)(F)F)n1	3	-4	4	0	1	2	4	-1	8
CSc1ccccc1COC(=O)Nc1ccccc1C	0	-4	1	-2	-3	8	2	1	13
CN(C)CCN(Cc1ccccc1)c1ccnc(N(C)C)c1C#N	-1	0	1	3	4	4	0	-3	2
CC(C)CCCC(C)NC(=O)c1cc(S(=O)(=O)N2CCCCC2)ccc1N1CCOCC1 (stereo not drawn)	0	4	·	1	·	3	8	7	6
CC12CCC(C(=O)Nc3ccccc3)(C/C1=N\O)C2(C)C (stereo not drawn)	-2	1	2	0	-5	0	2	4	-1
O=c1c2oc3ccccc3c2ncn1Cc1cccc(Cl)c1	1	4	-6	1	-3	-1	10	-1	-4
COc1cc(/C=N/Nc2ccc(F)cc2F)cc(OC)c1O	1	-2	3	-7	30	11	7	14	-6
O=C(COC(=O)/C=C/c1ccco1)NCCc1ccccc1	1	-2	-4	1	15	2	5	12	32*
CC1=C(C#N)C2C(/C1=N/O)C2(C)C (stereo not drawn)	4	5	-1	-11	-2	-5	-4	4	0
CC(C)CN1C(=O)CC(Sc2ccccc2C(=O)O)C1=O (stereo not drawn)	1	5	-3	0	12	4	5	7	1
CSc1nsc(SC)c1NC(=O)OCC1CCCO1 (stereo not drawn)	1	-3	-1	-1	11	-7	-3	3	-2
CCCCn1c2ccccc2c2cc(CC(N)=O)ccc21	0	0	4	0	5	1	8	-1	4
COc1cccc(NC(=O)CN(C)C(=O)CSCc2nc3scc(-c4cccs4)c3c(=O)[nH]2)c1	-2	2	1	6	-11	14	5	12	8
CN1CCN(S(=O)(=O)c2cccc(C(=O)N(C)CC(=O)Nc3ccc(F)c(F)c3F)c2)CC1	0	-7	-1	1	1	6	-6	3	-5
CC(=O)Nc1ccc(S(=O)(=O)N2CCC(NC(=O)c3ccco3)CC2)cc1	-3	0	1	4	-3	7	-5	2	-5
CCOc1ccccc1N(CC(=O)NCC1CCCO1)C(=O)CNS(=O)(=O)c1ccccc1 (stereo not drawn)	4	5	2	0	5	1	8	8	3
COC(=O)[C@H](Cc1ccccc1)NC(=O)c1cc(COc2c(F)cccc2F)on1	2	3	1	-2	5	-1	2	7	-2
CC(C(=O)c1ccc(Br)cc1)[n+]1cccc(NC(=O)c2ccccc2)c1 (stereo not drawn)	-4	15	3	-1	2	6	-6	4	2
COc1ccc(NC(=O)CCCc2nc3ccccc3c(=O)[nH]2)cc1Cl	·	·	·	4	·	3	0	0	9
Cc1ccc(NC(=S)NC2CCSc3ccccc32)cc1C (stereo not drawn)	-8	8	-2	1	-1	2	2	8	5
Cc1cc(O)cc(=O)n1Cc1ccccc1	-3	-3	-1	3	-1	2	3	3	-8
COc1cccc(CNC(=O)c2cc(S(=O)(=O)N3CCCCC3)c[nH]2)c1	0	-3	0	-6	1	3	1	1	4
COC(=O)c1sc(SC)c(S(=O)(=O)C(C)C)c1N/N=C(\C#N)S(=O)(=O)c1ccccn1	2	-3	1	5	6	4	-6	-4	2
COc1ccc(C)cc1-n1nnnc1SC(C)C(=O)NC1CCCC1 (stereo not drawn)	·	·	·	-2	·	5	2	2	7
COc1ccc(C/C(C)=N/NC(=S)Nc2ccccc2F)cc1	0	5	0	1	2	-4	-1	3	7
O=C(O)CNC(=O)CC1S/C(=N/N=C/c2ccccc2O)NC1=O (stereo not drawn)	1	3	1	-1	2	3	-1	8	-2
COc1ccc(CN(C)C2c3ccccc3-c3ccccc32)cc1	3	-3	-1	-1	-5	0	-1	4	-8
Cc1ccc(S(=O)(=O)/C(C#N)=C/c2c(N3CCC(C(N)=O)CC3)nc3ccccn3c2=O)cc1	-1	0	-2	-2	2	-1	2	8	5
O=C(CN1C(=O)NC2(CCCC2)C1=O)NNC(=O)c1ccc(Br)cc1	-2	-6	-1	-4	2	2	19	6	0
Nc1nc2c3ccccc3nc(C3CC3)n2n1	1	0	-8	-5	1	-6	3	3	1
O=C(Cn1nnc(-c2cccs2)n1)NCCc1ccccc1	-2	-3	-2	1	8	4	-2	-2	6
O=C(NCCS(=O)c1ccc(Cl)cc1)c1cccc(Cl)c1 (stereo not drawn)	-1	-4	-1	3	-5	·	0	·	·
CC(C)C1C(C#N)=C(N)SC(N)=C1C#N	4	2	-2	-6	24	0	-5	5	-2
CC(CCc1ccccc1)NC(=O)CCNC(=O)c1ccccc1Cl (stereo not drawn)	·	·	·	0	·	3	-3	3	2
Cc1cc(SCC(=O)NC(=O)NCc2ccco2)nc2ccccc12	0	1	-5	0	-8	-3	4	9	-1
Cc1cc2cc(CNC(=S)Nc3ccc(OC(F)(F)F)cc3)ccc2n1C	-6	6	1	-2	3	2	4	-2	0
Cc1cc(NS(=O)(=O)c2ccc(Nc3nc(-c4sc(N)nc4C)cs3)cc2)no1	-16	-8	15	-21	37*	36*	46*	55*	79*
CN(Cc1ccccc1)C(=O)c1nc2ccccn2c1CN1CCc2sccc2C1	0	-4	0	-4	9	0	-2	14	1
CCn1nc(CC(=O)O)c2ccccc2c1=O	1	1	2	1	7	-1	0	9	1
CCCCn1c(N)c(N(CC(C)C)C(=O)c2cnc(C)cn2)c(=O)[nH]c1=O	6	5	1	-3	-1	10	8	6	4
N#C/C(=C\c1ccc(OCCN2CCOCC2)cc1)C(=O)Nc1ccc(S(N)(=O)=O)cc1	-4	-1	-4	2	3	3	-14	3	-2
Cc1cc(=O)[nH]c(SCC(=O)c2c(N)n(C)c(=O)n(C)c2=O)n1	-1	-3	1	-2	1	-2	-2	1	-26
CCOC(=O)c1cccc(OS(=O)(=O)Cc2ccccc2)c1	0	-2	2	-1	-1	·	13	·	·
CCOc1ccc(N=C2Sc3nc4ccc(C)cc4cc3CN2CCOC)cc1	-2	4	10	-2	10	1	5	10	4
O=C(N/C(=C/c1cccs1)C(=O)N1CCOCC1)c1cccs1	2	-3	3	-3	4	-1	-1	5	-3
CCS(=O)(=O)C1=NN2C(=N)/C(=C\c3ccc(OC(=O)c4ccco4)c(OC)c3)C(=O)N=C2S1	-5	-5	-5	-6	-6	-4	5	-7	9
CC(=O)OCC(=O)NCCCOc1cccc(CN2CCCCC2)c1	4	-6	-1	0	1	-1	0	5	7
C[C@H](NC(CCc1ccccc1)C(=O)O)C(=O)N1CCC[C@H]1C(=O)O (stereo partly drawn)	0	-5	-1	2	0	·	-2	·	·
COc1ccc(-c2nnc(NC(=O)c3ccc([N+](=O)[O-])o3)o2)c(OC)c1	0	-1	-3	-1	2	-4	3	-4	-4
COc1ccc(CCNC(=O)c2ccc3nc4cc(Cl)ccc4c(=O)n3c2)cc1OC	-6	-6	-13	-2	-9	-3	7	0	-2
COc1ccc(Cn2cc([N+](=O)[O-])nc2C)cc1[N+](=O)[O-]	-5	2	1	1	0	0	4	5	-5
COC(=O)C1=CNC=C(C(=O)OC)C1c1ccc(C(=O)OC)cc1	0	2	-2	3	-2	0	6	-3	0
CCC(=O)Nc1ccc(NC(=O)c2ccc3ccccc3c2)cc1	1	-4	0	5	-1	3	-2	3	-4
O=C(NCCN1CCOCC1)/C(=C/c1ccccc1)NC(=O)c1ccccc1	-4	-4	-4	0	-1	1	-1	1	3
CC1CN(Cc2nc3c(c(=O)n(C)c(=O)n3C)n2Cc2cccc(Cl)c2)CC(C)O1 (stereo not drawn)	-1	-1	2	1	-3	0	1	4	-9
O=S(=O)(c1ccc2nc(-c3ccco3)c(-c3ccco3)nc2c1)N1CCOCC1	-3	12	19*	-5	48*	11	43*	12	21
CCNC(=O)Nc1cc(OC)c(OC)cc1C(=O)O	0	0	-3	2	0	1	3	-1	-3
COC(=O)[C@]1(C)CCC[C@@]2(C)C3CC[C@@]4(C)C[C@]3(CCC21)CC(=O)N4 (stereo partly drawn)	1	-3	·	2	·	6	-2	-4	1
CC(C)C(NS(=O)(=O)c1ccccc1)C(=O)OCc1cc([N+](=O)[O-])cc2c1OCOC2 (stereo not drawn)	1	13	2	5	-3	3	0	-6	3
O=C(O)c1ccc(CSc2nc3ccccc3o2)cc1	2	-4	2	1	1	2	-1	4	2
O=C(CSc1nncn1-c1ccccc1)NCc1cccs1	-4	5	0	4	3	1	3	4	-6
Cc1ccc(C(=O)OCc2nnc(-c3ccccc3)o2)s1	1	1	0	1	-6	3	3	5	81*

A portion from further up, as a working copy:
SMILES	LYPLA1 counter	PME-1 inh	Fam108B counter	PAD4 inh	GSTO1 counter	PAFAH1B2 FP inh	pPAFAH FP inh	PAFAH1B3 inh	PAFAH2 FP inh
COc1ccc(CCNC(=O)c2ccc3nc4cc(Cl)ccc4c(=O)n3c2)cc1OC	-6	-6	-13	-2	-9	-3	7	0	-2
COc1ccc(Cn2cc([N+](=O)[O-])nc2C)cc1[N+](=O)[O-]	-5	2	1	1	0	0	4	5	-5
COC(=O)C1=CNC=C(C(=O)OC)C1c1ccc(C(=O)OC)cc1	0	2	-2	3	-2	0	6	-3	0
CCC(=O)Nc1ccc(NC(=O)c2ccc3ccccc3c2)cc1	1	-4	0	5	-1	3	-2	3	-4
O=C(NCCN1CCOCC1)/C(=C/c1ccccc1)NC(=O)c1ccccc1	-4	-4	-4	0	-1	1	-1	1	3
CC1CN(Cc2nc3c(c(=O)n(C)c(=O)n3C)n2Cc2cccc(Cl)c2)CC(C)O1 (stereo not drawn)	-1	-1	2	1	-3	0	1	4	-9
O=S(=O)(c1ccc2nc(-c3ccco3)c(-c3ccco3)nc2c1)N1CCOCC1	-3	12	19*	-5	48*	11	43*	12	21
CCNC(=O)Nc1cc(OC)c(OC)cc1C(=O)O	0	0	-3	2	0	1	3	-1	-3
COC(=O)[C@]1(C)CCC[C@@]2(C)C3CC[C@@]4(C)C[C@]3(CCC21)CC(=O)N4 (stereo partly drawn)	1	-3	·	2	·	6	-2	-4	1
CC(C)C(NS(=O)(=O)c1ccccc1)C(=O)OCc1cc([N+](=O)[O-])cc2c1OCOC2 (stereo not drawn)	1	13	2	5	-3	3	0	-6	3
O=C(O)c1ccc(CSc2nc3ccccc3o2)cc1	2	-4	2	1	1	2	-1	4	2
O=C(CSc1nncn1-c1ccccc1)NCc1cccs1	-4	5	0	4	3	1	3	4	-6
Cc1ccc(C(=O)OCc2nnc(-c3ccccc3)o2)s1	1	1	0	1	-6	3	3	5	81*

An excerpt (hit frequency here may not be typical).
